# Compound activity: PubChem, The Scripps Research Institute Molecular Screening Center
# LYPLA2 counter: blocks human lysophospholipase 2, a PME1 counter-screen | recombinant LYPLA2, FP-Rh probe fluorescence polarization | inhibition, % at 5.9 µM | actives 0.38% (n = 320,000);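 active = inhibition above the screen-wide mean plus 3 SD, limit set per campaign, cut at about 26% in these data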;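 note: 0% = LYPLA2 with DMSO and 100% = wells lacking LYPLA2 enzyme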
# Target sequence (O95372 whole entry, looked up): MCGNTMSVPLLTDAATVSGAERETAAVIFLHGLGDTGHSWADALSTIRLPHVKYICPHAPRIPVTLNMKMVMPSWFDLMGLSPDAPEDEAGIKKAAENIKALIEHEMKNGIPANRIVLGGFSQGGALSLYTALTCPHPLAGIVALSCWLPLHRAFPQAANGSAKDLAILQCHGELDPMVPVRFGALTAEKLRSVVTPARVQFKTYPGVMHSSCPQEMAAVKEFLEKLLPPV
# LYPLA1 counter: blocks human lysophospholipase 1, a PME1 counter-screen; AID 2174; actives 0.16% (n = 320,000); inhibition, % at 5.9 µM; recombinant LYPLA1, FP-Rh probe fluorescence polarization; O75608;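 active = inhibition above the mean of all tested compounds plus 3 SD, set per campaign, cut at about 14% in these data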;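 note: inhibitors block serine hydrolase probe labeling of LYPLA1 so polarization falls; 0% = enzyme with DMSO and 100% = wells lacking LYPLA1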
# GSTO1 inh: GSTO1 inhibition, counter-screen for RBBP9 inhibitors. P78417. recombinant GSTO1, activity-based probe fluorescence polarization. inhibition, % at 5.96 µM. actives 1.1% (n = 300,000);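 active = inhibition above the campaign mean inhibition plus 3 SD, cut at about 35% in these data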;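 note: 0% = GSTO1-1 with DMSO and 100% = wells lacking GSTO1-1 enzyme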
# PAD4 FP inh: PAD4 (human) enzyme inhibition. recombinant PAD4, RCA probe fluorescence polarization. inhibition, % at 6.36 µM. actives 0.41% (n = 330,000). AID 485272;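 active = percent inhibition above a cutoff equal to the mean of all tested compounds plus 3 SD, cut at about 15% in these data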;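 note: 0% = PAD4 with RCA probe and DMSO and 100% = probe without PAD4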
# Target sequence (Q9UM07 whole entry, looked up): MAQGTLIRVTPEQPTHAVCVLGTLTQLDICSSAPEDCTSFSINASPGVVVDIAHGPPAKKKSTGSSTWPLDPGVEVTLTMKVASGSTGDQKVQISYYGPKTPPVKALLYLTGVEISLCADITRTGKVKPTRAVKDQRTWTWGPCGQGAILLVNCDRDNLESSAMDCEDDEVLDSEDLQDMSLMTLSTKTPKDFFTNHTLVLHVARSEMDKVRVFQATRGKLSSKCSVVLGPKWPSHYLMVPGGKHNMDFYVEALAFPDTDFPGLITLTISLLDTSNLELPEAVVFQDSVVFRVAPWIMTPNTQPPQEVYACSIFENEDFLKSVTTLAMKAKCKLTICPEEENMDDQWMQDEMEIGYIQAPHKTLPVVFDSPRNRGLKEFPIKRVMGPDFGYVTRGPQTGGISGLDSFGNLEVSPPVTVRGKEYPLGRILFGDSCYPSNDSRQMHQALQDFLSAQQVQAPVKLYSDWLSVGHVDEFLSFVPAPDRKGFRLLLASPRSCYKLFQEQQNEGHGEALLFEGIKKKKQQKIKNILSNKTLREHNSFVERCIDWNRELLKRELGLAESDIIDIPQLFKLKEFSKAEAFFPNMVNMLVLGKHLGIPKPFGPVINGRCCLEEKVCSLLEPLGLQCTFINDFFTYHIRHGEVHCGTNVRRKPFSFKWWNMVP
# PAFAH1B2 FP inh: inhibitors of human PAFAH1B2; AID 492953; recombinant PAFAH1B2, FP-rhodamine activity probe, fluorescence polarization; actives 1.2% (n = 340,000); P68402; inhibition, % at 3.39 µM;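 active = inhibition above the mean of all tested compounds plus 3 SD, cut at about 24% in these data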;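 note: 0% = enzyme with DMSO and 100% = wells lacking PAFAH1B2; many of its hits are not listed in these tables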
# PREPL inh: inhibitors of human prolyl oligopeptidase-like enzyme PREPL; recombinant PREPL, fluorescence polarization activity-based probe; Q4J6C6; actives 0.68% (n = 320,000); inhibition, % at 5.96 µM; in the data active = inhibition above about 43%;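 note: 0% = enzyme with DMSO and 100% = wells lacking enzyme; many of its hits are not listed in these tables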
# PAFAH1B3 inh: PAFAH1B3 (human) inhibition | inhibition, % at 3.39 µM | actives 0.28% (n = 340,000) | recombinant PAFAH1B3, FP-rhodamine probe, fluorescence polarization;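 active = inhibition above the screen-wide average of all tested compounds plus 3 SD, cut at about 25% in these data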;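 note: 0% = enzyme with DMSO only and 100% = wells lacking PAFAH1B3 protein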
# pPAFAH FP inh: pPAFAH (human) enzyme inhibition | inhibition, % at 3.39 µM | actives 1.5% (n = 330,000) | Q13093 | recombinant pPAFAH, FP-rhodamine probe fluorescence polarization;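 active = inhibition above the mean inhibition across the screen plus 3 SD, cut at about 25% in these data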;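 note: inhibitors block binding of the rhodamine activity-based probe so polarization drops; 0% = enzyme with DMSO and 100% = wells lacking pPAFAH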
# PME-1 inh: blocks human protein phosphatase methylesterase 1; actives 0.53% (n = 320,000); recombinant PME-1, FP-Rh probe fluorescence polarization; Q9Y570; inhibition, % at 5.9 µM;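 active = inhibition above the campaign mean of all compounds plus 3 SD, cut at about 26% in these data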;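 note: competitive labeling of PME-1 active site by serine hydrolase directed probe; 0% = PME-1 with DMSO and 100% = wells lacking PME-1 enzyme; inhibitors block probe labeling so polarization falls and inhibition rises; many of its hits are not listed in these tables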
# The depositor's hits bear a star; x = not tested or not shown. A portion of the library, so the mix of outcomes need not match the whole.
# The line under a structure holds: LYPLA2 counter	LYPLA1 counter	GSTO1 inh	PAD4 FP inh	PAFAH1B2 FP inh	PREPL inh	PAFAH1B3 inh	pPAFAH FP inh	PME-1 inh
[1] Cc1ccc(NC(=S)NC(=O)C2CCCC2)cc1C
  3.9	-2.9	3.9	-3.2	0.5	6.9	11.3	1.2	9.1
[2] COc1ccccc1Oc1ccc(NC(=O)Cc2ccccc2)cc1
  0.5	-0.6	4.4	2.8	x	-1.5	x	9.5	-2.5
[3] NC(=S)N/N=C/c1ncc(C(F)(F)F)cc1Cl
  -4.9	2.4	6.5	5.7	x	-5.4	x	-2.0	3.0
[4] CC1(C)Cc2c(sc3c2C(=O)N(c2ccccc2)C2=NCCN23)CS1
  -3.5	4.0	6.3	-3.1	3.4	9.3	-0.4	0.3	3.6
[5] Cc1ccc(S(=O)(=O)NCCC(=O)Nc2nccs2)cc1
  -5.0	-1.0	13.1	-2.2	-6.1	18.2	4.7	-0.6	-2.8
[6] Cc1noc(NS(=O)(=O)c2ccc(N/C=C\C(=O)c3cccc4ccccc34)cc2)c1C
  3.1	3.9	-0.7	-6.8	12.8	11.1	12.8	4.6	18.0
[7] Cc1ccc(CN2CCN(Cc3c(C)nn(-c4ccc(F)cc4)c3C)CC2CCO)o1 (centres undefined)
  -2.3	-3.3	-7.2	1.0	1.4	0.2	1.6	5.8	-2.5
[8] CCOC(=O)CNC(=O)Nc1cccc(Cl)c1C
  6.5	2.0	9.5	-0.4	-0.3	0.4	4.2	4.8	-5.9
[9] O=C(Cc1ccccc1)N1CCCC(c2nc(-c3cccs3)no2)C1 (centres undefined)
  5.0	0.2	-1.9	4.0	0.5	5.9	11.9	2.4	-4.7
[10] O=C(NCCC1=CCCCC1)c1cc(S(=O)(=O)N2CCCCC2)ccc1Cl
  -2.2	-1.0	2.6	-10.6	2.8	8.1	7.0	2.6	6.3
[11] O=C(CSc1ccc(Cl)cc1)Nc1cc(-c2nc3ncccc3o2)ccc1Cl
  -6.8	-3.5	0.6	2.7	x	-46.9	x	2.1	-2.9
[12] CC(=O)c1ccc(N2CCN(CC(=O)Nc3ccc4c(c3)OCCO4)CC2)cc1
  2.1	-4.6	-4.2	-2.3	-1.7	17.1	5.8	-3.8	-7.3
[13] CSc1nc2cc(F)c(F)cc2n1C
  -0.1	-2.4	0.0	-3.3	3.1	12.7	9.6	2.4	-0.2
[14] Cc1ccc(S(=O)(=O)NC2=NCCCCC2)cc1
  -2.5	-2.6	0.2	1.6	-1.0	1.9	5.6	-0.1	1.6
[15] O=C(Nc1ccc([N+](=O)[O-])cc1)c1ccccc1
  3.0	-1.0	-2.9	3.6	-2.1	1.1	-0.2	0.3	4.2
[16] CCN(c1cccc(C)c1)S(=O)(=O)c1ccc(-c2coc(C)n2)cc1
  -4.1	0.6	-2.4	-0.1	2.3	-0.8	6.0	6.0	-0.1
[17] CC(=O)c1ccc(NC(=O)C(Cc2ccccc2)NC(=O)c2ccco2)cc1 (centres undefined)
  8.2	1.2	2.4	-5.1	-1.0	-6.5	0.2	3.9	-1.6
[18] C[C@H](CO)N1C[C@H](C)[C@@H](CN(C)CC2CCCCC2)Oc2c(NC(=O)CCC(F)(F)F)cccc2C1=O
  x	x	x	-5.3	2.4	20.6	10.6	-2.1	x
[19] CCOC(=O)c1ccccc1NC(=O)COC(=O)C1CCN(S(=O)(=O)c2ccccc2C(=O)OC)CC1
  0.4	-0.8	0.3	-4.2	1.9	-13.4	7.3	5.7	-2.5
[20] NS(=O)(=O)c1ccc(CCNS(=O)(=O)c2ccc3c(c2)NC(=O)CO3)cc1
  1.3	6.1	13.6	3.2	3.1	3.7	8.8	4.3	2.7
[21] Cc1ccc(S(=O)(=O)N2CC(O)CC2C(=O)O)cc1 (centres undefined)
  -0.6	-2.6	7.9	-1.7	5.6	2.4	6.1	0.6	-3.5
[22] CC(=O)c1ccc(Sc2ccccn2)c([N+](=O)[O-])c1
  -0.9	-2.1	-2.9	-3.3	x	-1.7	x	-1.0	-1.2
[23] Cc1c(N(C(=O)c2ccccn2)C2(C(=O)NC3CCCCC3)CCCCC2)c(=O)n(-c2ccccc2)n1C
  4.6	5.1	-4.1	-4.0	3.1	0.7	2.9	2.2	-2.2
[24] O=C(Nc1ccc(F)cc1)c1ccc(S(=O)(=O)N2CCCC2)cc1
  5.1	2.4	-0.7	-0.9	-1.1	-4.2	3.6	-1.6	-1.2
[25] CCC1(C)Cc2ccccc2-c2[nH][nH]c(=O)c21 (centres undefined)
  6.2	4.2	2.6	-2.6	9.8	-7.4	-1.8	5.0	0.3
[26] CCn1c(C)nnc1SCC(=O)Nc1cccc(C(F)(F)F)c1
  -4.2	-1.4	4.2	-1.6	-4.9	15.8	3.4	-4.9	-5.2
[27] Cc1ccc(NC2=CC(=O)C(=O)c3ccccc32)c(C)c1
  5.6	2.4	x	-12.3	5.8	47.0*	39.8*	2.9	12.9
[28] CSc1nsc(SCC(=O)Nc2ccccc2)n1
  6.3	0.5	6.6	-3.2	0.1	-9.5	17.5	0.2	2.9
[29] O=C(c1ccco1)N1CCCN(Cc2nc(-c3cccs3)no2)CC1
  0.3	-2.5	-0.8	4.5	3.7	-13.2	5.0	-0.9	-3.5
[30] Cc1nc(SCC(=O)Nc2cccc(C(=O)O)c2)n[nH]1
  -4.3	-1.4	-0.4	3.8	-1.9	-0.1	5.7	5.9	-1.5
[31] Cc1ccc(S(=O)(=O)N(C)C)cc1NC(=O)C(C)NC(C)c1cccs1 (centres undefined)
  -4.5	-3.9	-1.1	-4.2	-0.2	-7.5	0.5	0.3	-0.5
[32] COc1ccc(NC(=O)CN(C)C(=O)c2cn(-c3ccccc3)nc2-c2ccc(Cl)cc2)cc1
  -29.2	-11.0	-26.6	-5.1	2.5	-7.9	-0.7	0.2	1.6
[33] Clc1cc(Br)ccc1NCc1cccnc1
  4.6	-5.1	0.2	-3.6	11.6	-13.0	7.2	8.6	-0.8
[34] Cc1cccc(N2C(=O)c3ccc(C(=O)Nc4c[nH]c(=O)[nH]c4=O)cc3C2=O)c1
  -2.7	-2.6	13.6	-1.6	1.8	-10.4	3.7	-0.8	-3.1
[35] Cc1cc(Br)ccc1NC(=S)N1CCOCC1
  0.6	0.6	-9.0	-1.1	2.1	3.7	7.1	-0.2	4.0
[36] O=C(O/N=C(\c1ccccc1)c1ccccn1)c1cccc2ccccc12
  -9.1	-6.6	6.9	0.4	-3.0	3.2	2.3	2.7	-2.4
[37] COC(=O)c1ccc(Nc2cc(C)nc(-c3ccccc3O)n2)cc1
  -0.8	-7.2	0.2	1.0	-1.1	5.5	1.0	-0.6	-1.4
[38] Cc1cccc(C(=O)O/N=C2/CC3CCC2(C)C3(C)C)c1 (centres undefined)
  2.9	2.8	3.5	-0.4	3.7	2.4	-1.0	2.2	4.5
[39] CCCn1nnnc1NCc1ccc(F)cc1
  6.1	3.5	4.7	3.4	0.0	3.1	0.8	5.8	4.3
[40] CC(=O)c1cccc(NC(=O)NCCS(C)=O)c1 (centres undefined)
  -1.0	0.9	1.2	2.1	1.2	14.5	4.5	-1.5	5.6
[41] CN(C(=O)Cc1c(C(=O)O)n(C)c2ccccc12)c1cccc(C(F)(F)F)c1
  1.7	0.8	1.7	-2.0	5.9	2.3	18.2	4.9	-4.2
[42] Cc1ccccc1C(=O)NC1CC(C)(C)NC(C)(C)C1
  -4.4	-0.2	0.1	-3.2	-1.1	-4.9	-0.2	3.1	-5.5
[43] Cc1ccc(N=Cc2cc3c(cc2[N+](=O)[O-])OCO3)cc1[N+](=O)[O-]
  -4.7	-4.4	36.4*	-12.0	x	11.8	x	30.9*	7.5
[44] CC1(c2ccccc2Cl)NC(=O)N(CC(=O)NCc2ccc3c(c2)OCO3)C1=O (centres undefined)
  -4.1	0.9	1.7	-8.4	1.4	8.7	-3.0	-2.7	-0.4
[45] Cn1c(-c2ccc3c(c2)OCO3)cnc1NCc1cccc(O)c1
  -1.3	4.3	4.7	-2.1	2.2	4.8	0.7	3.7	-1.8
[46] CC(=O)/C(C#N)=C1\NC(=O)C(Cc2ccccc2C)S1 (centres undefined)
  1.4	4.0	1.5	2.0	x	11.5	x	2.3	-3.8
[47] CCN(CC)C(=O)CSc1nc2ccc(NC(=O)CSc3nccn3C)cc2s1
  16.7	2.3	-4.0	1.1	-2.1	3.7	-0.1	11.3	1.6
[48] Cc1c(C(=O)Nc2ccccc2)oc2c1C(=O)CC(C)(C)C2
  3.2	-2.0	3.6	0.4	3.1	1.4	6.6	0.6	3.4
[49] c1ccc(-n2nnnc2SCc2cccc3nsnc23)cc1
  1.6	-3.6	-0.3	-3.2	3.9	-30.4	-6.8	5.6	1.8
[50] O=C(NN1CCOCC1)c1cccc(F)c1
  0.5	2.8	-4.3	6.2	1.0	1.8	2.1	-0.4	0.7
[51] Cc1cccc(/C=N/NC(=O)c2c(-c3ccccc3)noc2C)c1O
  -9.2	-6.0	-0.7	5.0	5.8	-3.0	24.4	5.6	0.7
[52] O=C(NCCc1ccc(Cl)cc1Cl)c1cc([N+](=O)[O-])c[nH]c1=O
  3.1	-6.9	-30.6	-4.7	57.0*	-9.4	3.2	-5.2	0.7
[53] Cc1cc(OCCN2CCOCC2)ccc1[N+](=O)[O-]
  2.8	3.9	-1.1	5.0	-2.4	1.5	-0.3	4.0	1.7
[54] CC(=O)Nc1ccccc1NC(=O)C/C(C)=N/NC(=O)c1ccncc1
  3.3	-2.0	4.4	-6.3	-5.2	-4.9	-0.1	3.3	-4.5
[55] CCOC(=O)/C(N=Nc1ccc(F)cc1)=C(/O)c1ccc([N+](=O)[O-])cc1
  -0.3	2.4	-3.2	-4.8	2.8	20.6	7.5	-0.5	6.2
[56] O=C(N/N=C/C=C\c1ccccc1[N+](=O)[O-])c1cccnc1
  -0.1	0.9	1.1	-2.4	-0.5	8.5	0.8	0.1	-0.6
[57] Cc1ccc(OCC(O)Cn2c(=N)n(Cc3ccccc3)c3ccccc32)cc1 (centres undefined)
  4.9	2.6	4.2	-1.9	1.0	-21.4	10.9	-4.0	5.9
[58] CCn1c(NC(=O)c2cccs2)nc2ccccc21
  6.4	-0.9	2.2	-0.5	9.6	21.0	3.6	-2.1	2.5
[59] COc1ccc(-n2c(Cc3cc(=O)[nH]c(=O)[nH]3)nnc2SCC(=O)NC2CCCC2)cc1
  5.7	2.4	-0.6	3.9	-0.6	20.0	2.5	7.1	3.0
[60] O=C1OC(N2C(=O)CC[C@H]2C(=O)Nc2cccc(F)c2)c2ccccc21 (some centres undefined)
  17.2	2.3	5.6	3.0	-0.2	2.9	2.0	5.9	-1.6

# (more compounds)
# The line under a structure holds: LYPLA2 counter	LYPLA1 counter	GSTO1 inh	PAD4 FP inh	PAFAH1B2 FP inh	PREPL inh	PAFAH1B3 inh	pPAFAH FP inh	PME-1 inh
[61] Cc1ccc(C2=CC(c3ccc(N(C)C)cc3)n3nnnc3N2)cc1 (centres undefined)
  0.7	3.5	-5.5	-6.2	2.5	58.7*	1.4	11.5	0.2
[62] COC(=O)C1C(=O)c2c([nH]c(C(=O)OCC3CCCO3)c2C)CC1C (centres undefined)
  1.2	-0.7	4.1	1.9	0.7	14.6	6.2	2.7	-3.2
[63] CC(=O)c1cc2c(cc1NS(=O)(=O)c1ccccc1F)OCO2
  -0.9	-0.3	2.3	-0.5	-10.7	-0.9	3.2	2.9	-1.7
[64] CC(=O)N1c2ccccc2C(=O)C1N1CCCCC1 (centres undefined)
  0.0	3.1	9.9	-1.2	0.2	-0.5	-1.8	-6.1	-6.1
